ERG-DNA inh: qHTS for Small Molecule Inhibitors of the ERG Ets/DNA interaction; Transcriptional regulator ERG (Homo sapiens), P11308; fluorescence polarization, His-ERG Ets domain / labelled DNA; Potency, µM (titrated, usually from 76.9 µM), inactives show at the top dose FP activity, negative = inhibition, usual class: inhibitors; actives 0.028% (n = 370,000); active = well fitted inhibition curve with a large enough effect in the polarisation, with a control signal flat; inconclusive = small, poorly fitted or top-dose-only effect, or effect the other way, or a change in a side signal; inactive = no such curve, though single readings can be large or run the other way; the % refers to the polarisation;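 also: polarization taken with two DNA probes labelled with fluorescein and Texas red; potency is read from the fitted curve at half-maximal effect; % of control where 0% means no effect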
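His-tagged ERG Ets domain (1 uM in the protein solution; 300mM KCl, 50mM Tris-HCl, 1mM EDTA, 1mM DTT, pH 7.5) received compound, then a probe mix of 5 nM fluorescein-DNA and 100nM Texas-615-DNA. Fluorescence polarization was read for both dyes.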
BLM helicase inh: qHTS Assay for Inhibitors of Bloom's syndrome helicase (BLM); RecQ-like DNA helicase BLM (Homo sapiens), P54132; recombinant BLM DNA unwinding, fluorescence dequenching; Potency, µM (doses to about 56.1 µM), inactives show at the highest dose activity change, negative = inhibition, most hits filed as inhibitors; actives 0.2% (n = 350,000);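 also: potency is read from the fitted curve at half-maximal effect; plate controls were vehicle for no effect and no enzyme for full effect; nearly all actives have a fitted effect of over 35% in size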
Target sequence (P54132 whole entry, looked up): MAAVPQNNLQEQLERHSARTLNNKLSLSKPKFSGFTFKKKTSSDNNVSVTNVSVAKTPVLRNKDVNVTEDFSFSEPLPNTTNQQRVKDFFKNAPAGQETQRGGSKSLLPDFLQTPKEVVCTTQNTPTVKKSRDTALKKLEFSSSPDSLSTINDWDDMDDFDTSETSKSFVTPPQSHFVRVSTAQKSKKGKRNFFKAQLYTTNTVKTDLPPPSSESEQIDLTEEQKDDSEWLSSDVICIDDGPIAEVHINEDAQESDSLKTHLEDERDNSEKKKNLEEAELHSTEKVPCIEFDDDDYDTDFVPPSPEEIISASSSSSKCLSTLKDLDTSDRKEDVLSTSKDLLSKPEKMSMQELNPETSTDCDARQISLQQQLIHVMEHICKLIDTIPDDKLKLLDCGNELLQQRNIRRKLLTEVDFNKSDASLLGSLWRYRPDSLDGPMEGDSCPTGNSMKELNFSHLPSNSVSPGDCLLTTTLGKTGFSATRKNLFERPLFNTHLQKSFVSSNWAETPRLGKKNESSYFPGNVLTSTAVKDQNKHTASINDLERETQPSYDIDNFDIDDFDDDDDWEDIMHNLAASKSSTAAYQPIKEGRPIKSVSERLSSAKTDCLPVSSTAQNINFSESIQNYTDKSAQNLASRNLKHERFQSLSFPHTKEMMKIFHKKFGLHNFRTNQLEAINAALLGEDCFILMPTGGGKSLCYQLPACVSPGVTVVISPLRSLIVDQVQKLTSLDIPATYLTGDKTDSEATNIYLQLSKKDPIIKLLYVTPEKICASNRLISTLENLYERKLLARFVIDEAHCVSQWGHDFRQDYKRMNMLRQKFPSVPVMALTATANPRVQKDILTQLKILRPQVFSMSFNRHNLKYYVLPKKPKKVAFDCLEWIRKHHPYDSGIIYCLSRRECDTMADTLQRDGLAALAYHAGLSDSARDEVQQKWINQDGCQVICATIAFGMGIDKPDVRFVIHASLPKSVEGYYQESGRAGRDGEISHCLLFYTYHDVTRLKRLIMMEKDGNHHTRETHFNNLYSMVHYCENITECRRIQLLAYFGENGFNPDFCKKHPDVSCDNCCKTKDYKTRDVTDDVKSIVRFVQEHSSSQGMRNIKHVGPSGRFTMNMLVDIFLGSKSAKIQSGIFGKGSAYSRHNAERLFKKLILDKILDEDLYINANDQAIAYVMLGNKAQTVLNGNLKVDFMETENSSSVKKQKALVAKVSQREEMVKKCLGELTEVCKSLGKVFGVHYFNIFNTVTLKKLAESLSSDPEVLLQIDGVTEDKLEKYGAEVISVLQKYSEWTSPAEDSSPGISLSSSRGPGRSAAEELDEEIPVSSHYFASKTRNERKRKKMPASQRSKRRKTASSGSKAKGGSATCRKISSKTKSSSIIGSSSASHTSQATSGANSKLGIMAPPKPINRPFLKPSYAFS
TRHR agonist: qHTS for Small Molecule Agonists and Allosteric Enhancers of Human TRH Receptor: Primary Screen for Agonists; TRHR cells, calcium flux fluo-8, FDSS agonist mode; AID 493084, 2011; activation, % at 2 µM; Thyrotropin-releasing hormone receptor (Homo sapiens), P34981; actives 0.18% (n = 360,000); in the data active = activation above about 30%; also: 0% is about no effect
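In this calcium-flux screen, cells bearing human TRHR are dye-loaded with fluo-8, baselined for 10 cycles, then exposed to library compounds; positive kinetic calcium responses during the agonist phase mark hits, with TRH as control.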
Pol beta inh: qHTS Assay for Inhibitors of DNA Polymerase Beta; P06746; AID 485314, 2010; Pol beta primer extension/strand displacement, fluorescence kinetic; actives 1.3% (n = 340,000); Potency, µM (titrated, usually from 114 µM), without a hit: at the highest dose activity change, negative = inhibition, most hits filed as inhibitors; also: potency is read from the fitted curve at half-maximal effect; % is scaled to controls: 0 for no effect and ±100 for the full control effect
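Pol beta (10 nM) was preincubated with compound for 15 min at room temperature. The reaction was then started with 50 nM substrate and read immediately and after a further 10 min at room temperature.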
Pol iota inh: qHTS for Inhibitors of Polymerase Iota. Potency, µM (highest dose often 115 µM), without a hit: top-dose activity, negative = inhibition, hits mostly inhibitors. DNA polymerase iota (Homo sapiens), Q9UNA4. actives 1% (n = 390,000). Pol iota fluorescent replication assay, 10 min; also: potency is read from the fitted curve at half-maximal effect
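Pol iota at 10 nM preincubated 15 min with compounds at room temperature; reaction started with fluorescent substrate, 50 nM final. Fluorescence read kinetically at 0 and 10 min; buffer-only wells as negative control.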
Anesthetic bind: qHTS Assay for Identification of Novel General Anesthetics | Ferritin light chain (Equus caballus), P02791 | apoferritin/1-aminoanthracene competitive binding, fluorescence | Potency, µM (titrated, usually from 77.5 µM), for inactives: at the top dose activity change, negative = displacement, most hits filed as inhibitors | actives 0.074% (n = 350,000) | AID 485281, 2010; also: potency is read from the fitted curve at half-maximal effect; % is scaled to controls: 0 for no effect and ±100 for the full control effect; nearly all actives have a fitted effect of over 20% in size
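Read-out: endpoint 1-AMA fluorescence, excitation 380 nm and emission 535 nm, after compounds sit 10 min at room temperature with 10 uM horse-spleen apoferritin in 50% saturated 1-AMA/PBS. Values come from four-parameter Hill fits.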
POLK inh: qHTS for Inhibitors of Polymerase Kappa | purified Pol kappa, fluorescent DNA synthesis assay, 10 min | Potency, µM (titrated, usually from 107 µM), for inactives: at the highest dose activity, negative = inhibition, hits mostly inhibitors | actives 0.53% (n = 400,000); also: potency is read from the fitted curve at half-maximal effect; % is scaled to controls: 0 for no effect and ±100 for the full control effect
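Pol kappa 10 nM + cpd, 15 min RT; start w/ substrate 50 nM final; fluorescence kinetic read, 0 and 10 min. Neg ctrl: buffer, no enzyme.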
12-LOX inh: Primary qHTS assay for inhibitors of human arachidonate 12S-lipoxygenase (ALOX12): Round 2. purified 12hLO, xylenol orange hydroperoxide absorbance. Potency, µM (top dose mostly 108 µM), for the others: at the highest dose activity change, negative = inhibition, actives largely listed as inhibitors. actives 1.1% (n = 580,000). AID 1671190, 2021; also: potency is read from the fitted curve at half-maximal effect; % is scaled to controls: 0 for no effect and ±100 for the full control effect
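Hydroperoxide product was detected by ferrous iron/xylenol orange as the 573 to 405 nm absorbance ratio. Arachidonic acid at 40 uM (final) was turned over for 30 min at room temperature by 150 nM human 12hLO, pH 7.0 Hepes buffer, after 15 min compound preincubation.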
APEX1 inh: qHTS Assay for Inhibitors of the Human Apurinic/apyrimidinic Endonuclease 1 (APE1). DNA repair nuclease/redox regulator APEX1 (Homo sapiens), P27695. recombinant APE1, TAMRA/BHQ-2 abasic DNA cleavage fluorescence. Potency, µM (doses to about 65.8 µM), for the others: at the highest dose activity change, negative = inhibition, actives largely listed as inhibitors. actives 0.35% (n = 350,000). AID 2517, 2012;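 also: potency is read from the fitted curve at half-maximal effect; plate controls were vehicle for no effect and reference inhibitor for full effect; nearly all actives have a fitted effect of over 55% in size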
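APE1 at 0.75 nM preincubated 15 min at room temperature with compound. Reaction then started with 50 nM double-stranded THF-abasic substrate labelled with TAMRA/BHQ-2, and 525/598 nm fluorescence read kinetically. Activity taken as third-minus-first read difference, normalized to DMSO and NSC13755 controls.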
Starred values were filed as active, the others as inactive; ? = inconclusive; / = not tested or not shown; & = joins results of further samples; [ ] = dose if it differs, or a comment. Unless noted, calls follow the shape of the dose curve; as a rule, active = well fitted curve in the direction sought with a large enough effect; inconclusive = small, poorly fitted or top-dose-only effect, or another doubt; inactive = no such curve, though single readings can be large; an effect the other way counts as inactive or inconclusive. Some of the compounds tested; the hit share may differ from the screen's.

SMILES | ERG-DNA inh | BLM helicase inh | TRHR agonist | Pol beta inh | Pol iota inh | Anesthetic bind | POLK inh | 12-LOX inh | APEX1 inh
Cc1ccc(S(=O)(=O)CC(=O)c2ccccc2)cc1 | -2% | -3% | 0.6 | 32% | 19% | -18% | -14% | 0% | 11%
O=C(NCCOc1ccc(Cl)cc1)c1ccco1 | 0% | -2% | -0.6 | 29% | 4% | -3% | -20% | -9% | 15%
O=C(Nc1ccc(S(=O)(=O)N2CCc3ccccc3C2)cc1)C1CCCO1 (centres undefined) | -9% | 1% | 0.5 | 0% | 29% | -21% | 1% | -10% | 1%
CCN(c1cccc(C)c1)C(CNS(=O)(=O)c1ccccc1)c1ccccc1 (centres undefined) | -4% | -13% | -0.2 | -10% | 4% | 50%[activator] | -15% | -12% | /
COc1ccc2c(c1OC)C(=O)N1C2SC(C)(C)[C@H]1C(=O)NC(C)C (some centres undefined) | 9% | 1% | 0.6 | -19% | 11% | -4% | 10% | 0% | 29%
CCSc1cnnc2ccccc12 | -4% | / | / | / | 7% | / | -5% | -21% | /
CCN(CC)CC(O)COc1ccc2c(c1)OCO2 (centres undefined) | 1% | 2% | -1.0 | -18% | -8% | -5% | -7% | -27% | -4%
CCC(C)N1CC(=O)N2C(c3ccc(OC)cc3OC)c3[nH]c4ccccc4c3C[C@H]2C1=O (some centres undefined) | 8% | -3% | -0.7 | 18% | -12% | 3% | -4% | 90%[activator] | 21%
CC(C)CN1C(=O)c2ccc(NC(=O)c3ccco3)cc2C1=O | -8% | -6% | 0.4 | 6% | ? | -19% | -16% | 0% | 2%
Cc1c([N+](=O)[O-])c(C(=O)Nc2ccc3c(c2)OCCO3)nn1C | -9% | 0% | -0.1 | 13% | -8% | 3% | -1% | -2% | -10%
O=C(Cn1c2ccccc2c(=O)c2ccccc21)Nc1cccc(F)c1 | -4% | -4% | 1.4 | ? | ? | 24% | -3% | -21% | 2%
OC(COc1ccc2ccccc2c1Cl)CN1CCOCC1 (centres undefined) | 3% | 5% | 0.3 | 22% | -10% | -17% | 8% | -1% | 0%
O=C(N/N=C/c1cccc(Oc2ccccc2)c1)c1cccc(O)c1 | 9% | -11% | -0.5 | 17% | 40%[activator] | -21% | -5% | 480%[activator] | 6%
C=C(C)CNC(=S)N/N=C/c1ccccc1OCC(=O)O | 3% | 3% | -0.1 | 11% | 125%[activator] | -4% | -5% | -15% | 1%
CC(=O)N1CCN(c2cc3c(cc2F)c(=O)c(C(=O)O)cn3C2CC2)CC1 | 3% | 2% | 0.6 | 2% | 6% | -2% | -3% | ? | -2%
C=CCn1c(CCNC(=O)c2cccs2)nnc1SCC(=O)c1ccc(Cl)cc1 | -9% | -2% | -1.0 | 12% | 9% | ? | -4% | -26% | -2%
CCC(C)n1nccc1NC(=O)C(C)OC(=O)c1cc2ccccc2[nH]1 (centres undefined) | 7% | -3% | -0.2 | -10% | 6% | ? | 1% | 6% | 4%
CC1CN(C(=O)CSc2nc(-c3ccccc3)cs2)CC(C)O1 (centres undefined) | 5% | -7% | -0.4 | 0% | -3% | -10% | 6% | 300%[activator] | 2%
COc1cccc(N=Nc2c(N)[nH]n3c(=O)cc(-c4ccccc4)nc23)c1 | -6% | -3% | 0.1 | ? | 13% | -14% | -4% | 22% | -4%
CC(=O)Nc1ccc(C(=O)NNC(=O)CCCCC(=O)NNC(=O)c2ccc(NC(C)=O)cc2)cc1 | 14% | / | / | / | ? | / | -3% | ? | /
COc1cccc(-c2nc(N3CCNCC3)c3ccccc3n2)c1 | / | 72%[activator] | / | / | / | -7% | -3%[60.1 µM] | ? | -3%
Cc1c(O)ccc2c(-c3ccccc3)cc(=O)oc12 | 9% | -4% | 0.6 | 4% | 25% | 2% | -9% | 104%[activator] | 17%
CCN(CC1CCCN(CCc2cccc(OC)c2)C1)C(=O)c1ccoc1C (centres undefined) | 7% | -2% | -0.1 | 0% | 32%[activator] | -7% | 0% | -23% | 6%
COC(CN(C)C(=O)C1CCC(CNS(=O)(=O)c2ccccc2)CC1)OC (centres undefined) | -3% | -2% | 0.5 | 7% | 7% | -8% | -17% | 3% | -11%
Cc1oc2cc([N+](=O)[O-])c(O)c([N+](=O)[O-])c2c1C(=O)c1ccc(Cl)cc1 | -7% | -4% | -1.5 | ? | ? | -12% | -25% | ? | 1%

Next results
SMILES | ERG-DNA inh | BLM helicase inh | TRHR agonist | Pol beta inh | Pol iota inh | Anesthetic bind | POLK inh | 12-LOX inh | APEX1 inh
CCCN1CCN(CC(=O)Nc2nnc(CC)s2)CC1 | 1% | -3% | 1.4 | 5% | 11% | -3% | -2% | 0% | 0%
COc1ccc(Nc2cc(Nc3ccc(OC)cc3)ncn2)cc1 | 4% | 1% | 0.9 | 23% | -4% | 5% | 11% | 12% | -7%
COC(=O)[C@@]12CCCN1[C@H](c1ccc(-c3cccc(Cl)c3)c(OC)c1)[C@H]1C(=O)N(C)C(=O)[C@H]12 | -6% | / | -0.3 | / | -14% | / | 14% | -16% | 26%
Cc1cc(=O)[nH]c(SCC(=O)Nc2ccc(F)c([N+](=O)[O-])c2)n1 | 3% | -3% | 1.3 | 32% | 127%[activator] | -13% | -9% | -14% | -1%
COc1ccc(-n2c(=O)c3ccccc3n(CC(=O)NC3CCCC3)c2=O)cc1 | -5% | 0% | 0.4 | 13% | -1% | 6% | -2% | 0% | -8%
Cc1cc(=O)n2nc(N3CCC(C(=O)NCc4ccccc4F)CC3)sc2n1 | -3%&9% | 1%&-1% | 0.2&1.1 | -1%&1% | -11%&45% | -2%&-3% | -24%&-6% | 10%&-22% | 31%
Cc1ccnc(NC(=O)C(C)n2cc([N+](=O)[O-])cn2)c1 (centres undefined) | -7% | -8% | -0.1 | -3% | 154%[activator] | -9% | -8% | 0% | -8%
CC(=O)N1CCN(c2ccc(NC(=S)NC(=O)COc3ccc(C(C)(C)C)cc3)cc2)CC1 | 1% | -3% | 1.0 | 0% | 89%[activator] | -8% | -5% | ? | 7%
COc1ccc(N=NC2=C(O)CC(C)(C)CC2=O)c(OC)c1 | 2% | 2% | 0.3 | 4% | -5% | 3% | -6% | ? | 4%
Cc1cc(C)c2ccc3c(C)c(C)n(C)c3c2n1 | -4% | -7% | 1.0 | 3% | 9% | -4% | 5% | -19% | -2%
O=C(CSc1nnc2scc(-c3ccccc3)n12)N1CCN(Cc2ccccc2)CC1 | -5% | -1% | -0.1 | -9% | 13% | 2% | -7% | 23% | -1%
COC(=O)CCNC(=O)Cc1ccc(S(=O)(=O)N2CCCCC2)s1 | 3% | / | 0.4 | / | ? | / | -18% | -4% | -4%
Cc1ccc(/C=N/OC(=O)c2c(C)noc2-c2snnc2C)cc1 | 4% | 0% | 0.8 | 2% | -22% | -3% | 10% | 13% | 3%
Cc1ccc(NC(=O)C2CCCN2S(=O)(=O)c2cccc3nsnc23)cc1Cl (centres undefined) | -1% | -7% | 0.1 | -7% | 23% | ? | -11% | -21% | /
O=c1c(-c2ccc3c(c2)OCCO3)c(C(F)(F)F)oc2cc(O)cc(O)c12 | 5% | -5% | 1.7 | 6% | 14% | 2% | -14% | -27% | -3%
Cc1cc(C)cc(NC(=O)Cn2c(=O)oc3cc(S(=O)(=O)N4CCCC4)ccc32)c1 | 3% | -3% | -2.0 | ? | -29% | 2% | 1% | -15% | /
COc1ccccc1-c1cc(-c2ccccc2)nc(SC(C(N)=O)c2ccccc2)c1C#N (centres undefined) | 7% | 1% | 2.2 | 0% | -9% | -21% | 12% | 14% | -7%
Cc1cc(N2CCCC2=O)cc(C)c1S(=O)(=O)NCCOc1ccc(C(C)(C)C)cc1 | 0% | -6% | 0.0 | 0% | -1% | -6% | -7% | ? | 7%
Cc1ccccc1NC(=O)c1c(F)c(F)c(F)c(F)c1F | -2% | -11% | 0.2 | 1% | 2%[58.9 µM] | -1% | -9% | -3% | 2%
COCCNC(=O)/C(C#N)=C/c1c(N2CCN(c3ccc(OC)cc3)CC2)nc2c(C)cccn2c1=O | 14% | -1% | 0.0 | 0% | -4% | 0% | 7% | 0% | -19%
COc1ccc(NC(=O)CSc2nnc(-c3ccc(C)cc3)o2)cc1 | 0% | 0% | 0.5 | 9% | -13% | -3% | 1%[60.1 µM] | -1% | /
CC(C)(CCO)NC(=S)NC1CC2C=CC1C2 (centres undefined) | 0% | 5% | -0.6 | 3% | -11% | -6% | 0% | ? | -1%

Three of the entries above in order of the Pol iota inh value, highest first:
Molecule | Pol iota inh
O=c1c(-c2ccc3c(c2)OCCO3)c(C(F)(F)F)oc2cc(O)cc(O)c12 | 14%
COc1ccc(Nc2cc(Nc3ccc(OC)cc3)ncn2)cc1 | -4%
COc1ccc(N=NC2=C(O)CC(C)(C)CC2=O)c(OC)c1 | -5%
